Source: PubChem BioAssay
PGC1a acetyl inh = PGC1a acetylation modulation, inhibitor mode; U2OS PGC1a acetylation, AlphaScreen anti-acetyl-lysine; with virally co-expressed GCN5 acetyltransferase; inhibition, % at 15.6 µM; 0.17% of 350,000 active;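 active = every replicate shows inhibition of at least 40%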;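 also: 0% = neutral control wells and 100% = positive control wells; some results beyond the cut were filed as inactive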
Statin myotox sup = suppressors of simvastatin-induced myotoxicity in C2C12 myotubes. rescue of ATP level, % at 7.49 µM. ATP luminescence, 48 h; scaled: DMSO 0, geranylgeraniol control 100. 0.78% of 330,000 active;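 active = mean ATP rescue above about 67%, or every replicate alone reaching that limit, limit read from the data, passing the limit was not always enough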;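 also: myotubes were challenged with 10 µM simvastatin during compound exposure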
F508del corr = correctors of CFTR F508del function in bronchial epithelial cells; CFBE cells, YFP halide quenching; stimulated with forskolin plus potentiator P3; % fluorescence drop versus neutral controls; activity (quench increase), % at 7.58 µM; 0.36% of 350,000 active; AID 720511;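 active = mean added fluorescence quench of at least 8% versus neutral control, with both replicates also reaching 8%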;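 also: cells transiently co-express mutant CFTR-F508del with the halide-sensitive YFP; corrector assay measuring rescue of mutant channel to the surface after 24 h compound exposure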
miR122 inh = blocks miR-122 activity in Huh7 sensor cells; 0.3% of 340,000 active; Huh7 miR-122 Renilla luciferase sensor, 48 h; neutral wells = 0, positive control = 100; activation (reporter increase), % at 12.5 µM; AID 602342;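 active = mean replicate activation score at least 90 and every replicate individually at or above 90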;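 also: higher luciferase means less miR-122 activity so hits act as miR-122 inhibitors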
PglD inh = inhibitors of Campylobacter jejuni PglD acetyltransferase; inhibition, % at 12.5 µM; AID 602405; 0.098% of 360,000 active; purified PglD enzyme, DTNB colorimetric CoA detection; in the data active = inhibition above about 16%, passing the limit was not always enough; also: strong numbers were not always called active
INS-1E GSIS act = primary screen for activators of insulin secretion dependent on glucose, INS-1E cells, GLuc reporter luminescence. INS-1E GLuc reporter insulin secretion, 2-3 h. activation, % at 16.6 µM. 0.61% of 370,000 active;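 active = lowest replicate activation of at least 40%, so every replicate reaches that level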;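 also: 0% = median of neutral control wells and 100% = median of IBMX positive control wells; some compounds called inactive have numbers as strong as hits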
FN deposition inh = fibronectin deposition inhibition; AID 743247; 0.086% of 350,000 active; inhibition, % at 12.6 µM; AH1F fibroblasts, Alexa488-fibronectin deposition fluorescence, overnight;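 active = mean inhibition across replicates of 30% or more, regardless of how many single replicates reach that level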;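 also: positive control wells lacked labelled fibronectin entirely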
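Schedule: 1 h cell adhesion before compound, then overnight fibronectin incubation; test system: AH1F fibroblast monolayer depositing Alexa488-labelled fibronectin into matrix; quantity: 10000 AH1F cells per well; probe or stimulus: fluorescent fibronectin at 24 nM final; signal: fluorescence, ex 485 nm, em 525 nm; evaluation: percent inhibition as loss of matrix-bound fibronectin fluorescence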
Cneo AK release = Cryptococcus neoformans lysis via adenylate kinase release; C. neoformans lysis, adenylate kinase release luminescence, 4 h; normalised: neutral wells 0, clomiphene wells 100; lysis activity, % at 15 µM; 0.2% of 360,000 active; AID 651654;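 active = mean lysis activity across replicates of at least 80%, whatever share of replicates individually reach that level; inactive = mean lysis activity below 80%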
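Assay system: log-phase C. neoformans yeast / Quantity: yeast cell density of 5 × 10^6 cells/mL / Medium: fresh YPD growth medium / Compound: single dose / Timing: static 4 h at 37 °C with compound, 1 h detection / Measured by: adenylate kinase release luminescence / Read-out: lysis from increased AK signal / Benchmarks: Clomiphene as positive lysis control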
Starred values were filed as active, the others as inactive; x = no result given; [ ] = dose if it differs, or a comment.

SMILES	PGC1a acetyl inh	Statin myotox sup	F508del corr	miR122 inh	PglD inh	INS-1E GSIS act	FN deposition inh	Cneo AK release
CCOC(=O)CCc1c(C)c2ccc(OCc3cc([N+](=O)[O-])ccc3OC)cc2oc1=O	-1	-7	x	-4	-3	x	x	1
CC(=O)Nc1ccc(NC(=O)C(C)OC(=O)c2ccc3c(c2)OCCO3)cc1 (stereo unspecified)	0	x	-0.4	-7	-4	11	-6	-2
CC(=O)NN1C(=O)/C(=C2/Sc3ccc(Cl)cc3N2C)SC1=S	8	-4	-0.2	x	-5	-20	-1	-4
Cn1c(N)c(C(=O)COC(=O)CC2CC3CCC2C3)c(=O)n(C)c1=O (stereo unspecified)	4	x	-3.0	x	1	-12	-3	-1
CCOc1ccc(S(=O)(=O)NCCC(=O)NCC(c2ccc(F)cc2)N2CCOCC2)cc1 (stereo unspecified)	x	29	-2.4	x	-1	-6	2	-2
O=C(C[C@H]1CC[C@H]2[C@@H](COC[C@H](O)CN2C(=O)c2ccncc2)O1)Nc1ccc(-c2ccccc2)cc1	5	-15	-1.8	1[16.7 µM]	-1	-13	4	2
O=Cc1cccnc1SCc1ccccc1	x	7	0.1	1	-2	-14	-2	0
N#CNC(=Nc1cccc(Cl)c1)Oc1ccccc1	x	14	0.3	0	4	16	-16	1
OC1CCN(c2c3c(nc4cc(-c5ccc(Cl)cc5)nn24)CCC3)CC1	11	-3	x	12	2	x	x	1
COc1ccc(C(=O)NNC(=O)C(Cc2ccc(O)cc2)NC(=O)c2ccccc2NC(=O)c2ccc(OC)cc2)cc1 (stereo unspecified)	-4	x	x	-1	-1	-15	-1	-1
Nc1c(-c2ccc(Cl)cc2)nnn1-c1ccccc1	-5	-2	x	6	0	x	-3	-2
CCOc1ccccc1NC(=O)C1CCN(S(=O)(=O)c2cccc3cccnc23)CC1	-6	8	-1.3	3	5	3	-3	0
COc1ccc(CCC(=O)NC2CCCN(Cc3ccc(Cl)cc3)C2)cc1OC (stereo unspecified)	6	14	3.8	-3	12	-14	-10	-2
Cc1cccc(OCCC(=O)Nc2ccc(F)c(F)c2)c1	0	9	4.2	-4	x	-41	-2	-1
O=C(C[C@@H]1CC[C@@H]2[C@H](COC[C@@H](O)CN2Cc2ccccc2F)O1)N1CCc2ccccc2C1	7	21	1.8	-1[16.7 µM]	1	-5	-9	80

Grouped by structure, those above with four or more nitrogen atoms
SMILES	PGC1a acetyl inh	Statin myotox sup	F508del corr	miR122 inh	PglD inh	INS-1E GSIS act	FN deposition inh	Cneo AK release
OC1CCN(c2c3c(nc4cc(-c5ccc(Cl)cc5)nn24)CCC3)CC1	11	-3	x	12	2	x	x	1
COc1ccc(C(=O)NNC(=O)C(Cc2ccc(O)cc2)NC(=O)c2ccccc2NC(=O)c2ccc(OC)cc2)cc1 (stereo unspecified)	-4	x	x	-1	-1	-15	-1	-1
Nc1c(-c2ccc(Cl)cc2)nnn1-c1ccccc1	-5	-2	x	6	0	x	-3	-2

(cont.)
SMILES	PGC1a acetyl inh	Statin myotox sup	F508del corr	miR122 inh	PglD inh	INS-1E GSIS act	FN deposition inh	Cneo AK release
O=C(NC1CC1)c1cccc(NC(=O)C2CCCCC2)c1	2	-4	0.1	-1	-1	1	0	2
C[C@@H]1CN([C@H](C)CO)C(=O)c2cc(NC(=O)CCC(F)(F)F)ccc2O[C@H]1CN(C)CC1CCCCC1	15	-2	0.0	-4[16.7 µM]	1	1	-13	11
CC(=O)Nc1ccc(OCC(=O)Nc2ccc(Cl)c(S(=O)(=O)N3CCOCC3)c2)cc1	-14	-13	0.9	-3	2	-37	9	0
Cc1ccccc1-c1ccc([C@@H]2[C@@H](CO)N3CCCCN(S(=O)(=O)c4ccc(F)cc4)C[C@H]23)cc1	-5	10	-1.4	-6[16.7 µM]	-6	-23	x	27
COc1ccc(CC(=O)NNC(=S)Nc2ccccc2)cc1Br	8	30	x	-4	-4	68	x	-2
Clc1cccc(N2CCN(CCNc3nc4ccccc4n4cnnc34)CC2)c1	3	-4	x	x	-3	x	x	0
CCCOc1ccc(N/C=C/C(=O)c2cc(OC)c(OC)c(OC)c2)cc1	x	-20	1.3	-3	-1	4	-3	0
COc1ccc(CCNC(=O)CC(c2ccccc2)c2cccc(C)c2O)cc1OC (stereo unspecified)	-6	3	-1.6	0	2	-10	3	-2
CN1C(=O)/C(=C2\SC(N3CCCCCC3)=NC2=O)c2ccccc21	x	2	x	2	-4	5	x	-8
O=C(NC1CS(=O)(=O)CC1NCc1ccco1)c1ccccc1 (stereo unspecified)	5	-11	x	-3	6	x	x	0
O=C(Nn1cnnc1)c1ccccc1Cl	10	4	-0.5	5	0	14	-1	-1
CN(CC(=O)Nc1ccccc1Br)C(=O)CCSc1ccc(F)cc1	2	-9	-1.8	-1	-6	-21	x	-1
O=C(c1cc(F)c(F)cc1Cl)N1CCN(c2ncccn2)CC1	10	-2	-5.4	-8	2	8	-2	-5
C[C@@H]1CN([C@H](C)CO)C(=O)c2cc(NS(=O)(=O)c3ccc(F)cc3)ccc2O[C@H]1CN(C)Cc1ccc(C(=O)Nc2ccccc2N)cc1	4	x	-0.8	x	x	20	-8	x
COc1ccc(C(=O)Nc2ncc3c(n2)CC(C)CC3=O)cc1 (stereo unspecified)	-5	7	-0.9	-2	4	21	7	-3

Sorted by number of heavy atoms (highest first): part of the list above.
SMILES	PGC1a acetyl inh	Statin myotox sup	F508del corr	miR122 inh	PglD inh	INS-1E GSIS act	FN deposition inh	Cneo AK release
C[C@@H]1CN([C@H](C)CO)C(=O)c2cc(NS(=O)(=O)c3ccc(F)cc3)ccc2O[C@H]1CN(C)Cc1ccc(C(=O)Nc2ccccc2N)cc1	4	x	-0.8	x	x	20	-8	x
CC(=O)Nc1ccc(NC(=O)C(C)OC(=O)c2ccc3c(c2)OCCO3)cc1 (stereo unspecified)	0	x	-0.4	-7	-4	11	-6	-2
CN1C(=O)/C(=C2\SC(N3CCCCCC3)=NC2=O)c2ccccc21	x	2	x	2	-4	5	x	-8
O=C(c1cc(F)c(F)cc1Cl)N1CCN(c2ncccn2)CC1	10	-2	-5.4	-8	2	8	-2	-5
CC(=O)NN1C(=O)/C(=C2/Sc3ccc(Cl)cc3N2C)SC1=S	8	-4	-0.2	x	-5	-20	-1	-4

One compound at a time (already shown).
`O=C(Nn1cnnc1)c1ccccc1Cl` is entered as PGC1a acetyl inh: 10; Statin myotox sup: 4; F508del corr: -0.5; miR122 inh: 5; PglD inh: 0; INS-1E GSIS act: 14; FN deposition inh: -1; Cneo AK release: -1
`O=C(c1cc(F)c(F)cc1Cl)N1CCN(c2ncccn2)CC1` is entered as PGC1a acetyl inh: 10; Statin myotox sup: -2; F508del corr: -5.4; miR122 inh: -8; PglD inh: 2; INS-1E GSIS act: 8; FN deposition inh: -2; Cneo AK release: -5

Later entries.
SMILES	PGC1a acetyl inh	Statin myotox sup	F508del corr	miR122 inh	PglD inh	INS-1E GSIS act	FN deposition inh	Cneo AK release
O=C(NCC1CCCN(Cc2nccs2)C1)c1cccc2ccccc12 (stereo unspecified)	x	1	0.6	x	-2	3	7	2
CCOc1ccc(N(C)Cc2cc(=O)oc3ccc(OC)cc23)cc1	-5	-1	-0.2	2	8	-7	2	2
O=C(C[C@@H]1CC[C@H]2[C@@H](COC[C@@H](O)CN2C(=O)c2ccccc2F)O1)N1CCOCC1	-4	-3	1.3	10[16.7 µM]	-1	13	-4	2
COc1ccc(-n2nc(C(=O)N(C)C3CCCCC3)c3ccccc3c2=O)c(OC)c1	-10	-1	-1.9	-6	-2	9	0	-3
Cc1ccc(C2(C)NC(=O)N(CC(=O)Nc3cc(S(=O)(=O)N(C)C)ccc3C)C2=O)cc1 (stereo unspecified)	x	-8	-0.5	x	-1	-30	0	-2
CC(CCc1ccccc1)NC(=O)C1CCN(S(=O)(=O)N2CCOCC2)CC1 (stereo unspecified)	-6	x	x	9	-5	4	7	1
CCOC(=O)C1=C(C)N(C)C(C)=C(C(=O)OCC)C1c1ccccc1	3	x	x	5	-3	x	1	1
Cc1cc(SCC(=O)N/N=C/c2ccc(O)c(O)c2O)c(C)cc1Br	x	6	x	-28	-3	x	x	-5
CC(C)(C)OC(=O)N1CCC(c2c(C(=O)N3CCN(C(=O)c4ccco4)CC3)cnn2-c2ccc(F)cc2)CC1	2	40	-3.8	-1	-5	36	1	-1
O=C(Nc1ccc2c(c1)[C@@H]1C[C@H](CC(=O)N3CCCCC3)O[C@H](CO)[C@@H]1O2)C1CCC1	-3	-7	3.2	-3[16.7 µM]	1	5	-2	0
O=C(NNC(=O)c1ccc(Cl)c(Cl)c1)c1ccncc1	2	x	-0.2	8	-1	20	-3	10
CO[C@H]1CN(C)C(=O)c2cc(NS(=O)(=O)c3cccc(F)c3)ccc2OC[C@H](C)N(Cc2cc(F)ccc2F)C[C@@H]1C	-20	22	-4.3	-11[16.7 µM]	0	-10	x	1
CCOc1ccc(CCNC(=O)COC(=O)C2=NNC(=O)CC2)cc1OCC	x	17	-2.0	-1	4	-5	-12	1
O=C(N/N=C/c1cccc(Oc2ccccc2)c1)c1ccc(O)cc1O	x	-10	0.5	x	4	-8	-4	-1
CCOc1ccccc1NC(=O)CN1CCC(C(=O)c2ccc(F)cc2)CC1	x	-17	0.0	-1	-1	-19	-1	0
COCC(=O)N(C)C[C@H]1Oc2ncc(/C=C/c3ccccc3)cc2C(=O)N([C@H](C)CO)C[C@@H]1C	7	10	0.3	-4[16.7 µM]	3	-4	-1	1
Cc1ccccc1S(=O)(=O)N1CC[C@@H]2[C@@H](CO)N(C)c3ccc(-c4cccc(C#N)c4)cc3[C@@H]21	6	-5	-1.1	-9[16.7 µM]	7	3	-3	-13
O=C(C[C@@H]1C[C@@H]2c3cc(NC(=O)Nc4ccccc4F)ccc3O[C@@H]2[C@H](CO)O1)NC1CCCC1	-8	5	-1.1	3[16.7 µM]	5	26	-12	0
